Lipid storage S3: qHTS Assay for Lipid Storage Modulators in Drosophila S3 Cells. Drosophila S3 cells, BODIPY lipid droplet fluorescence, 18-24 h; cells fed with added oleic acid. Potency in µM for hits, for the others lipid storage change, negative = inhibition, % at the top dose, mostly 46.1 µM. hit rate 0.64% among 320,000; active = well fitted inhibition curve with a large enough effect in the signal ratio, with a control signal flat, not every such curve was filed as active; inconclusive = small, poorly fitted or top-dose-only effect, or effect the other way, or a change in a side signal; the % refers to the signal ratio
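Drosophila S3 cells got compounds at several concentrations plus oleic acid (400 uM solution). Laser-scanning cytometry with 488 nm excitation read lipid droplets at 500-530 nm and cells at 575-640 nm. Percent activity was relative to 20 uM Triacsin C.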
Lipid storage S3 cell count max: second read-out of Lipid storage S3, no call of its own (marks repeat the call); cell number change, %; measured here: cell count max response;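 cells counted by Cell Tracker Red CMTPX staining in the red channel; peak over a dose series mostly up to 46.1 µM; percent activity relative to internal control wells on each plate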
* marks the source's active call; other numbers are inactive results; i = inactive; u = inconclusive; x = not tested or not shown. % is set by controls: 0 for no effect and ±100 for the full control effect; potency is the fitted concentration of half-maximal effect. This is a subset. The share of hits here may be higher or lower than overall.

Fields – Lipid storage S3	Lipid storage S3 cell count max
1: COc1ccc(NC(=S)N2CCN(CCN=CC3=C(O)CC(c4ccccc4)CC3=O)CC2)cc1 (centres undefined)
→ 0%	26
2: Cc1ccc(N2C(=O)N3[C@H](c4cccc(C)c4)[C@@H]4C(=O)N(Cc5ccccc5)C(=O)[C@@H]4[C@]3(C)C2=O)cc1
→ 7%	-18
3: C=CCN(C(=O)CNC(=O)c1ccco1)C(C(=O)NC1CCCCC1)c1ccccc1 (centres undefined)
→ u	x
4: O=C(NC1CCCCC1)c1cccc(N2C(=O)CCC2=O)c1
→ u	x
5: Cc1ccc(C2(C)NC(=O)N(CC(=O)NCc3ccccc3Cl)C2=O)cc1 (centres undefined)
→ u	x
6: Cn1nnc(NC(=O)c2cccc([N+](=O)[O-])c2)n1
→ u	x
7: COc1ccc(Cl)cc1Nc1nc(C)cc(=O)[nH]1
→ i	x
8: COCCN(C(=O)COC(=O)/C=C/c1ccc(OC)c(OC)c1)c1c(N)n(Cc2ccccc2)c(=O)[nH]c1=O
→ 20%	x
9: Cn1c(CCc2nc3ccccc3[nH]2)n[nH]c1=S
→ -5%	-48
10: CCOc1ccc(C(C(=O)NCC2CCCO2)N(C(=O)c2snc(C(N)=O)c2N)c2ccccc2F)cc1 (centres undefined)
→ u	x
11: COCC1CCN(C(=O)c2cc(COc3ccc4c(c3)CCCC4)on2)C1 (centres undefined)
→ i	17
12: O=C(NCC(c1cccs1)N1CCOCC1)c1ccccc1NS(=O)(=O)c1cccc([N+](=O)[O-])c1 (centres undefined)
→ 6%	7
13: Cc1cccc(N(Cc2cc3ccccc3[nH]c2=O)S(=O)(=O)c2ccccc2)c1
→ u	x
14: Cc1cccc(-n2ncc3c(NCCCO)ncnc32)c1
→ u	x
15: Cc1ccc(NC(=O)CSc2nc(O)c(Cc3ccccc3)c(=O)n2-c2ccccc2)cc1
→ 5%	4

Sorted by SMILES length (low to high): some entries from above
Fields – Lipid storage S3	Lipid storage S3 cell count max
14: Cc1cccc(-n2ncc3c(NCCCO)ncnc32)c1
→ u	x
3: C=CCN(C(=O)CNC(=O)c1ccco1)C(C(=O)NC1CCCCC1)c1ccccc1 (centres undefined)
→ u	x
10: CCOc1ccc(C(C(=O)NCC2CCCO2)N(C(=O)c2snc(C(N)=O)c2N)c2ccccc2F)cc1 (centres undefined)
→ u	x

(list continues)
Fields – Lipid storage S3	Lipid storage S3 cell count max
16: Cc1ccc(/C=C/C(=O)NCC2COc3ccccc3O2)o1 (centres undefined)
→ -3%	-23
17: Cc1ccnc(NC(=O)c2cccc(S(=O)(=O)N3CCCc4ccccc43)c2)c1
→ u	x
18: Cc1nnc(SCC(=O)NC(=O)NCc2ccco2)n1Cc1ccccc1
→ -4%	-1
19: O=C(N/N=C/c1ccccc1C(=O)O)c1cccc(S(=O)(=O)N2CCOCC2)c1
→ 5%	10
20: CC(CC(=O)Nc1ccccc1)NCCCN1CCCC1=O (centres undefined)
→ i	x
21: Cc1ccc(C2(C)NC(=O)N(CC(=O)NC(=O)NCCC(C)C)C2=O)cc1 (centres undefined)
→ u	x
22: O=Cc1ccc(OCC(=O)NC(=O)NC2CCCCC2)cc1
→ u	x
23: Cc1onc(-c2c(Cl)cccc2Cl)c1C(=O)OCC(=O)c1ccccc1
→ 8%	25
24: COc1ccc(NC(=O)CSc2nnc(C3CC3)n2N)cc1
→ -4%	-10
25: COC(=O)COc1ccc2c(=O)c(-c3ccccc3)coc2c1
→ 6%	15
26: O=C1CSC(=S)N1
→ u	x
27: Cc1cc2[nH]c(=O)c(=O)[nH]c2cc1S(=O)(=O)N1CCN(c2ccccc2)CC1
→ u	x
28: CC(C)(C)C1CCC(C(=O)Nc2ccccc2N2CCOCC2)CC1 (centres undefined)
→ u	x
29: c1ccc2c(c1)C(=NCC1CCCO1)NC2=NCC1CCCO1 (centres undefined)
→ 9%	-1
30: COc1ccc(C(=O)OCC(=O)c2ccc[nH]2)cc1
→ u	x
31: COc1ccc(CCCC(=O)NCCc2ccccc2)cc1
→ 9%	3
32: COC(=O)C1=CN(CCCN2CCCC2=O)C=C(C(=O)OC)C1c1cccs1
→ u	x
33: CN(C)CC/C=C1/c2ccccc2COc2ccccc21
→ 2%	5
34: Cc1ccc(SCC(=O)NC(=O)NCc2ccccc2)c(C)c1
→ u	x
35: COC(CNC(=O)c1cc(C(=O)c2c(-c3c(Cl)cccc3Cl)noc2C)c[nH]1)OC
→ i	-2
36: CC(C)(Oc1ccc(Cl)cc1)C(=O)NC1CCSC1=O (centres undefined)
→ 5%	-16
37: COC(=O)N/N=C/c1cccc(OCCSc2ccc(Cl)cc2)c1
→ u	x
38: COC(=O)c1[nH]c2ccc(C)cc2c1NC(=O)CCN1CCN(C2CCCCC2)CC1
→ u	x
39: O=C(CNS(=O)(=O)c1ccccc1)NCc1ccco1
→ u	x
40: CCOC(=O)CC(=O)N/N=C/c1c(N)n(C)c(=O)n(C)c1=O
→ 1%	12
41: COc1ccc(C(=O)COC(=O)c2ccc(N(C)C)cc2)cc1
→ u	x
42: COc1ccc(N2CCN(Cc3ccc(Br)s3)CC2)cc1
→ i	20
43: O=C(NC(=S)NC1CCCC1)c1ccccc1
→ u	x
44: CCCC(C(=O)NC(C)(C)C)N(Cc1ccc(F)cc1)C(=O)c1snc(C(N)=O)c1N (centres undefined)
→ u	x
45: Cc1ccc(C)c(SCC(=O)OCC(=O)Nc2ncc(C(F)(F)F)cc2Cl)c1
→ 0%	-6
46: O=C(c1nc2nc(-c3ccccc3)cc(C(F)(F)F)n2n1)N1CCCCC1
→ u	x
47: Cc1[nH][nH]c(=O)c1C(c1ccc(O)c(Br)c1)c1c(C)[nH][nH]c1=O
→ i	x
48: CC1C(=O)OC(c2ccc(Cl)cc2)C(C)(C)C1=O (centres undefined)
→ u	x
49: O=C(NNC(=O)C1CCCC1)c1ccccc1F
→ u	x
50: N#CC1=C(N)N2C(=C(C#N)C13CCCC3)Nc1ccccc12
→ -3%	2
51: CCN(CC(=O)Nc1cccc(OC)c1)C(=O)c1cnc(Cl)c(Cl)c1
→ 9%	19
52: Cc1ccc(NC(=O)CN(C)C(=O)c2cc(-c3ccccc3)nn2-c2ccccc2)cc1
→ u	x
53: O=C(N/N=C/c1c[nH]c2ccccc12)c1[nH]c2ccc(Br)cc2c1-c1ccccc1
→ u	x
54: O=C(NC(=S)Nc1ccc(Cl)cn1)C12CC3CC(CC(C3)C1)C2
→ i	x
55: Cc1ccc2c(c1)c(C)cc[n+]2Cc1ccccc1
→ 16%	1
56: O=C(Nc1ccc(OC(F)F)cc1)c1ncc(Cl)c(Cl)c1Cl
→ i	21
57: CCN(CC(=O)Nc1c(F)cccc1F)C(=O)Cc1c(C)nc2ccccc2c1C
→ u	x
58: CC1(C)CC(=O)C2=C(C1)OC(N)=C(C#N)C2C1CC=CCC1 (centres undefined)
→ -13%	-22
59: CCOC(=O)CSc1nnc(CSc2nc(C)cc(C)n2)n1Cc1ccco1
→ u	x
60: O=C(N/N=C\c1cccnc1)c1ccccc1O
→ -8%	19

20 of these compounds, set out differently:
| # | compound | Lipid storage S3 | Lipid storage S3 cell count max |
| --- | --- | --- | --- |
| 41 | COc1ccc(C(=O)COC(=O)c2ccc(N(C)C)cc2)cc1 | u | x |
| 42 | COc1ccc(N2CCN(Cc3ccc(Br)s3)CC2)cc1 | i | 20 |
| 43 | O=C(NC(=S)NC1CCCC1)c1ccccc1 | u | x |
| 44 | CCCC(C(=O)NC(C)(C)C)N(Cc1ccc(F)cc1)C(=O)c1snc(C(N)=O)c1N (centres undefined) | u | x |
| 45 | Cc1ccc(C)c(SCC(=O)OCC(=O)Nc2ncc(C(F)(F)F)cc2Cl)c1 | 0% | -6 |
| 46 | O=C(c1nc2nc(-c3ccccc3)cc(C(F)(F)F)n2n1)N1CCCCC1 | u | x |
| 47 | Cc1[nH][nH]c(=O)c1C(c1ccc(O)c(Br)c1)c1c(C)[nH][nH]c1=O | i | x |
| 48 | CC1C(=O)OC(c2ccc(Cl)cc2)C(C)(C)C1=O (centres undefined) | u | x |
| 49 | O=C(NNC(=O)C1CCCC1)c1ccccc1F | u | x |
| 50 | N#CC1=C(N)N2C(=C(C#N)C13CCCC3)Nc1ccccc12 | -3% | 2 |
| 51 | CCN(CC(=O)Nc1cccc(OC)c1)C(=O)c1cnc(Cl)c(Cl)c1 | 9% | 19 |
| 52 | Cc1ccc(NC(=O)CN(C)C(=O)c2cc(-c3ccccc3)nn2-c2ccccc2)cc1 | u | x |
| 53 | O=C(N/N=C/c1c[nH]c2ccccc12)c1[nH]c2ccc(Br)cc2c1-c1ccccc1 | u | x |
| 54 | O=C(NC(=S)Nc1ccc(Cl)cn1)C12CC3CC(CC(C3)C1)C2 | i | x |
| 55 | Cc1ccc2c(c1)c(C)cc[n+]2Cc1ccccc1 | 16% | 1 |
| 56 | O=C(Nc1ccc(OC(F)F)cc1)c1ncc(Cl)c(Cl)c1Cl | i | 21 |
| 57 | CCN(CC(=O)Nc1c(F)cccc1F)C(=O)Cc1c(C)nc2ccccc2c1C | u | x |
| 58 | CC1(C)CC(=O)C2=C(C1)OC(N)=C(C#N)C2C1CC=CCC1 (centres undefined) | -13% | -22 |
| 59 | CCOC(=O)CSc1nnc(CSc2nc(C)cc(C)n2)n1Cc1ccco1 | u | x |
| 60 | O=C(N/N=C\c1cccnc1)c1ccccc1O | -8% | 19 |

More entries follow:
Fields – Lipid storage S3	Lipid storage S3 cell count max
61: COc1cc(/C=C(\C#N)C(=O)Nc2ccc3ccccc3c2)c([N+](=O)[O-])cc1OC
→ u	x
62: COc1cccc(OC)c1C(=O)Nc1ccccc1NC(=O)c1c(OC)cccc1OC
→ -5%	2
63: COc1ccc(NC(=O)CC2SC(N3CCOCC3)=NC2=O)c(OC)c1 (centres undefined)
→ u	x
64: O=[N+]([O-])c1ccc(O)c(/C=N\N=C2c3ccccc3-c3ccccc32)c1
→ u	x
65: Cc1cccc(NC(=O)CSCC(=O)OCc2ccccn2)c1
→ 16%	-5
66: COc1cccc(C(=O)Nn2c(C)nnc2-n2nc(C)cc2C)c1
→ i	x
67: c1ccc2c(CSc3nnc(-c4ccncc4)o3)cccc2c1
→ u	x
68: COCC(=O)Nc1cc(Cl)ccc1C(F)(F)F
→ 28%	20
69: C=CCCC(=O)Nc1ccc(COC(=O)N2CCOCC2)cc1
→ u	x
70: CC(C)N(C(=O)COC(=O)c1ccccc1C(=O)c1ccc(Cl)c([N+](=O)[O-])c1)C(C)C
→ u	x
71: O=c1oc(C2(O)CCCCC2)cc2ccc(Br)cc12
→ u	x
72: COc1ccc(N2CCN(C(=O)COC(=O)c3cccc(S(=O)(=O)Nc4cccc(C)c4)c3)CC2)cc1
→ 21%	14
73: CC1CCN(CCOc2ccc(C(=O)c3ccccc3)cc2)CC1
→ u	x

Screens deposited in PubChem BioAssay by National Center for Advancing Translational Sciences (NCATS).
